# CHT PAM: human CHT allosteric activation; CHT-expressing cells, membrane potential dye, choline EC20; stronger effect = higher value; LV-AA mutant CHT in HEK293 cells; B-score at 10 µM; 310,000 tested, 0.49% active;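 active = initial fluorescence not abnormally high and integrated response B-score, plate-corrected, over 3 SD above library mean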
# Target sequence (Q9GZV3 whole entry, looked up): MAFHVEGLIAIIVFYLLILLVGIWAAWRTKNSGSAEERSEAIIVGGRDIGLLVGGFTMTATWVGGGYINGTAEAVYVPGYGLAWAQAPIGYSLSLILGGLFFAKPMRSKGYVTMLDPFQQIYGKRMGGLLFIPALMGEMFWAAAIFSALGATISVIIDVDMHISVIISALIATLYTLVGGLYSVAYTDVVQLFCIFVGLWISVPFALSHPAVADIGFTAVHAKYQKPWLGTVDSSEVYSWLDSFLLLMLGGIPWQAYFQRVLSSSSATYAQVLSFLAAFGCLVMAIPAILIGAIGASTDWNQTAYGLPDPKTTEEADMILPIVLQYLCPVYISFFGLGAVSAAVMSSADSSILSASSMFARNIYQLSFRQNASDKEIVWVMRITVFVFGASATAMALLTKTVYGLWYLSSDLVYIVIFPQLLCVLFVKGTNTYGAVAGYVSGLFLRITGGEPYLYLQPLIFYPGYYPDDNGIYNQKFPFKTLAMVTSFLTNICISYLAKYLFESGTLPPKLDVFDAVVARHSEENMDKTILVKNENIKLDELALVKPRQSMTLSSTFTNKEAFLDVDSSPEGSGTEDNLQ
# CHT block: human CHT choline transport inhibition. Q9GZV3. CHT-expressing cells, membrane potential dye, choline response; stronger effect = lower value. B-score at 10 µM. 310,000 tested, 0.86% active. AID 488975;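 active = B-score over 3 SD under the library average, and starting fluorescence ratio not unusually high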;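 note: choline stimulus applied at its EC90 after an EC20 pre-addition; B-score computed on integrated fluorescence ratio after choline addition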
# * = called active by the depositor; i = inactive.
SMILES,CHT PAM,CHT block
O=S(=O)(Nc1nc2ccccc2nc1NCC1CCCO1)c1cc(Cl)ccc1Cl (stereo not given),i,-5.55*
Cc1ccc(NC(=O)CN(C)C(=O)CNC(=O)c2ccc3c(c2)OCO3)cc1,i,i
COC(=O)c1nc(N)sc1-c1ccc(Cl)c(Cl)c1,i,i
O=c1c2c(nc(NCCO)n1CC1CCCCC1)-c1ccccc1CC21CCCC1,i,i
CCOC(=O)c1ccc(NC(=O)NCc2cccnc2)cc1,i,i
C=CCc1cccc2cc(C(=O)N3CCN(c4ccccn4)CC3)c(=O)oc12,i,i
CC1CC(C)(C)NCCNC(C)CC(C)(C)NCCN1 (stereo not given),i,i
Cc1ccc(C(=O)N2CCN(C3CCCCC3)CC2)s1,i,i
Cc1ccc(C(=O)Cn2cnc3ccccc3c2=O)cc1,i,i
O=[N+]([O-])c1ccccc1S(=O)(=O)Nc1cccc(-c2ccc(N3CCCC3)nn2)c1,i,i
CCCCn1c(SCc2ccc(Cl)cc2)nc2c1c(=O)[nH]c(=O)n2C,i,i
CC(C)n1c(CN(C)c2ccccc2)nc2ccccc21,i,i
C=CCn1cc(/C=C2/NC(=O)NC2=O)c2ccccc21,i,i
CNC(=O)C(=O)NCC1OCCN1S(=O)(=O)c1ccc([N+](=O)[O-])cc1 (stereo not given),i,i
O=S(=O)(Nc1ccccc1)c1ccc(Oc2ncc(C(F)(F)F)cc2Cl)cc1,i,i
COc1cccc(CNc2ncc(C(=O)Nc3cc(OC)c(OC)c(OC)c3)c(C)n2)c1,i,i
O=C(CCC(=O)N1CCCCCC1)NCc1ccc(F)cc1,i,i
O=C(NC(c1ccccc1)c1ccccc1)c1ccc(Br)o1,i,i
CCOC(=O)C1CCCN(CC(=O)Nc2c(F)c(F)c(F)c(F)c2F)C1 (stereo not given),i,i
COc1ccc(C2/C(=C(/O)c3ccccc3)C(=O)C(=O)N2c2ccccn2)c(OC)c1 (stereo not given),i,i
O=C(NC1CCCC1)C(NS(=O)(=O)c1ccc(Br)s1)c1ccccc1 (stereo not given),i,i
COC(=O)C1(CC2CC(c3ccccc3)=NO2)CCN(C(=O)OC(C)(C)C)CC1 (stereo not given),i,i
COc1ccc(CCn2c(NN=C(C)C)nc3c2c(=O)[nH]c(=O)n3C)cc1,i,i
CC(C)[C@H](NC(=O)C1CC(=O)N(c2ccc3c(c2)OCO3)C1)C(=O)NC1CCCC1 (stereo not given in full),i,i
COc1ccc(OC)c(NC(=O)CSc2nc3cccnc3n2C)c1,i,i
COc1ccc(S(=O)(=O)N2CCN(C3Cc4ccccc4C3)CC2)cc1,i,i
CN(CCO)c1cnccn1,i,i
O=C(Nc1nc2c(s1)CCCC2)Oc1ccccc1,i,i
CCC(C)(O)c1[nH]c2ccc(C#N)cc2c1C (stereo not given),i,i
Cc1ccccc1-n1c(C)nnc1SCc1nc2ccccc2s1,i,i

# Records listed so far printed as active in CHT block:
SMILES	CHT block
O=S(=O)(Nc1nc2ccccc2nc1NCC1CCCO1)c1cc(Cl)ccc1Cl (stereo not given)	-5.55*

# Further compounds follow:
SMILES,CHT PAM,CHT block
CCOC(=O)c1oc2ccc(S(=O)(=O)n3nc(-c4ccc(Cl)cc4)cc3N)cc2c1C,i,i
O=C(NCCN1CCOCC1)c1cnn2c(-c3ccccc3)cc(-c3ccccc3)nc12,i,i
Cc1cccc(OC(C)C(=O)N2CCc3ccccc3C2)c1 (stereo not given),i,i
CC(C)N(C(=O)c1ccccc1-c1ccccc1)C(C)C,i,i
Cc1nc(N)nc(OCC(F)(F)C(F)F)c1Br,i,i
Cc1cc2nc(-c3cccnc3SCC(=O)NCc3ccco3)[nH]c2cc1C,i,i
CCCn1c(SCC(=O)NNC(=O)c2ccc(OC)cc2)nnc1C(C)C,i,i
COC(=O)c1ccccc1NC(=O)N1CCN(c2ccccc2F)CC1,i,i
Cc1nn(-c2ccccc2)c(C)c1NC(=O)COc1ccc(C#N)cc1,i,i
O=C(O)/C=C/C(=O)N1CCN(C(c2ccccc2)c2ccccc2)CC1,i,i
Nc1c(C(=O)O)cnc2nc(N3CCOCC3)nn12,i,i
COCCC(=O)N1CCCC(C(=O)c2ccc(Oc3ccccc3)cc2)C1 (stereo not given),i,i
CC(=O)N(CCc1ccccc1C)Cc1cc2cc(C)ccc2[nH]c1=O,i,i
O=C(Cc1cc(=O)[nH][nH]1)N/N=C/c1ccccc1Cl,i,i
CCOc1ccc(NC(=O)CCCOc2cc(=O)n(C)c3ccccc23)cc1,i,i
CN(CCCC(=O)Nc1nccs1)S(=O)(=O)c1ccc(Cl)cc1,i,i
CC(C)=CC(=O)NCc1c(Cl)cccc1-n1cccc1,i,i
CC(C)(C)C(=O)C(Oc1cccc2nonc12)n1cncn1 (stereo not given),i,i
CCC(CC)C(=O)c1c[nH]c(C(=O)NCc2cccs2)c1,i,i
O=C(NCc1ccc2c(c1)OCO2)c1ccc(COc2cccc(Cl)c2)o1,i,i
Cc1csc(NC(=O)C(C)N2C(=O)c3ccccc3S2(=O)=O)n1 (stereo not given),i,i
Cc1ccc(S(=O)(=O)n2nc(OC(=O)C(C)(C)C)cc2N)cc1,i,i
COc1ccc(-c2ccnc3nc(N4CCN(c5ccccc5)CC4)nn23)cc1,i,i
COc1ccc(OC)c(-c2csc(NC(=O)CSc3ccc([N+](=O)[O-])cc3)n2)c1,i,i
CN(CC(=O)Nc1ccc(Cl)c(C(F)(F)F)c1)Cc1cc(=O)n2ccsc2n1,i,i
CCOC(=O)N1CCN(C(=O)CCn2c(=S)[nH]c3ccccc3c2=O)CC1,i,i
COc1ccc2[nH]c(=O)c(NC(N)=S)nc2c1,i,i
C#CCn1c(=NC(=O)c2ccc(Br)s2)sc2cc(NC(C)=O)ccc21,i,i
C1CCCN(CCCCN2CCCCCC2)CC1,i,i
COC(=O)C1=C(N)Oc2cc(C)n(CC3CCCO3)c(=O)c2C1c1ccccc1 (stereo not given),i,i

# Laid out differently: results already given
# Every second line gives: CHT PAM | CHT block
- O=C(NCCN1CCOCC1)c1cnn2c(-c3ccccc3)cc(-c3ccccc3)nc12
    i | i
- Cc1cccc(OC(C)C(=O)N2CCc3ccccc3C2)c1 (stereo not given)
    i | i
- CC(C)N(C(=O)c1ccccc1-c1ccccc1)C(C)C
    i | i
- Cc1nc(N)nc(OCC(F)(F)C(F)F)c1Br
    i | i
- Cc1cc2nc(-c3cccnc3SCC(=O)NCc3ccco3)[nH]c2cc1C
    i | i

# The list continues:
SMILES,CHT PAM,CHT block
O=C(NNc1cc(N2CCOCC2)nc(N2CCOCC2)n1)c1ccc(Cl)cc1Cl,i,i
CCCCNC(=S)NNC(=O)c1c(C)nc2ccccn12,i,i
Cc1cc(C(=O)N2CCCc3ccccc32)ccc1[N+](=O)[O-],i,i
COc1cccc(N2CCc3c(C)nc4ccc(Cl)cc4c32)c1,i,i
C/C(Cl)=C\Cn1c(Nc2ccccc2)nc2c1c(=O)n(C)c(=O)n2C,i,i
Oc1ccc(N=Nc2n[nH]c(-c3ccc(Cl)cc3)n2)cc1,i,i
Cc1nn(C)c(Cl)c1C(N)=O,i,i
CC(C)CC1NC(=S)N(Cc2ccccc2)C1=O (stereo not given),i,i
CCOc1ccc(N(CC(=O)NCC2CCCO2)S(=O)(=O)c2ccc(Cl)cc2)cc1 (stereo not given),i,i
O=C(CCn1c(=O)c2sccc2n(CC(=O)NCc2ccco2)c1=O)NCc1ccccc1,i,i
CNCCOc1ccc(Cl)c(Cl)c1,i,i
COc1ccc(Oc2ncnc3c2oc2ccc(Br)cc23)cc1,i,i
COc1cc(CC(NC(C)=O)C(=O)NC2CCN(c3c(Cc4ccccc4)c(C)nc4ncnn34)CC2)cc(OC)c1 (stereo not given),i,i
COc1ccc(S(=O)(=O)Nc2cc(OC)c(NC(=O)c3ccco3)cc2OC)cc1,i,i
COC(=O)c1cncc(C)c1,i,i
CCOC(=O)Cn1c(COc2ccccc2OC)[n+](C)c2ccccc21,i,i
O=C(CCCCCN1C(=O)c2ccccc2C1=O)Nc1cccc(O)c1,i,i
Cc1c(OCc2nn[nH]n2)ccc2c(-c3ccccc3)cc(=O)oc12,i,i
CCOc1ccc2[nH]c(=O)c(CN(CCOC)C(=O)N3CCOCC3)cc2c1,i,i
O=S1(=O)CCC(NC(=S)Nc2ccccc2)C1 (stereo not given),i,i
O=S(=O)(CCc1ccccc1)/N=C/c1cccs1,i,i
Cc1cccc(NC(=O)CCN2C(=O)c3ccccc3C2=O)c1,i,i
COc1ccc(NS(=O)(=O)c2ccc3c(c2)N(C(C)=O)CC(C)S3)c(OC)c1 (stereo not given),i,i
Cn1ncc2c(c(SCc3ccc(Cl)cc3Cl)nn2C)c1=O,i,i
CN(C)/C=C/C(=O)/C=C/c1cn(-c2ncc(C(F)(F)F)cc2Cl)c2ccccc12,i,i
Cc1cc(NC(=O)c2ccc(Cl)c(S(=O)(=O)N3CCOCC3)c2)no1,i,i
COc1ccc(NC(=S)N(CCN(C)C)C(C)c2ccco2)cc1 (stereo not given),i,i
Cc1ccc(S(=O)(=O)NC(C(=O)N2CCOCCOCCOCC2)c2ccccc2)cc1 (stereo not given),i,i
CCOC(=O)c1cccc(COC(=O)c2cccc(-c3nnc(-c4ccccc4)o3)c2)c1,i,i
O=C(NC(=O)c1ccccc1)Nc1cccc(S(=O)(=O)N2CCCCC2)c1,i,i
CCNc1nc(NCC)nc(N/N=C/c2ccccc2)n1,i,i
COc1ccc(/C=N/NC(=O)c2cc[n+]([O-])cc2)cc1O,i,i
COc1cccc2sc(NNC(=O)c3nc4ccccc4s3)nc12,i,i
CC(C)c1[nH]nc2c1C(c1ccco1)C(C#N)=C(N)O2 (stereo not given),i,i
N#C/C(=C/N1CCOCC1)c1ccccc1,i,i
O=C(COC(=O)Cn1cnc2ccccc21)NCc1ccc(F)cc1,i,i
CCN(CC)S(=O)(=O)c1ccc(O)c(C(=O)OCC(=O)Nc2cc(C)c(C)cc2[N+](=O)[O-])c1,i,i
O=C(Cn1cnc2c(cnn2-c2ccc(F)cc2)c1=O)OCc1ccccc1,i,i
Cc1ccccc1OCCC(=O)OCC(=O)Nc1cc(S(=O)(=O)N2CCOCC2)ccc1Cl,i,i
COc1cc2c(=O)c(-c3ccc(O)cc3)coc2cc1OC1OC(CO)C(O)C(O)C1O (stereo not given),i,i
CC(C)CC1NC(=O)N(CC(=O)N2CCN(S(=O)(=O)c3ccc4ccccc4c3)CC2)C1=O (stereo not given),i,i
CN(CC(=O)O)S(=O)(=O)c1ccc2[nH]c(=O)c(=O)[nH]c2c1,i,i
CCS(=O)(=O)N1CCC(C(=O)Nc2ccc(C(C)=O)cc2)CC1,i,i
COc1ccc(CN2C(=O)CN(C3CCCCCC3)C(=O)C2c2ccc(F)cc2)cc1 (stereo not given),i,i
CC1(C)OC(=O)C(=CNc2ccccn2)C(=O)O1,i,i
Cc1ccc2c(c1)C1CN(C)CCC1N2S(=O)(=O)c1ccc(Oc2ccc([N+](=O)[O-])cc2)cc1 (stereo not given),i,i
O=C(CN(C(=O)CSc1nc2ccccc2o1)c1ccccc1F)NC1CCCCC1,i,i
COc1ccc(-c2[nH]ncc2CNC(C)CCn2cccn2)cc1F (stereo not given),i,i
N#C/C(=C(/O)c1cccc(F)c1)c1nc2ccccc2s1,i,i
Cc1ccc(NN=C2c3ccccc3-c3ccccc32)cc1,i,i
COc1cc2c(cc1OC)C(NC(=O)C(F)(F)F)C/C2=N\O (stereo not given),i,i
Cc1c(N/C=C/C(=O)C(F)(F)F)c(=O)n(-c2ccccc2)n1C,i,i
Cc1ccc(S(=O)(=O)N(CC(=O)N/N=C/c2cccc(Cl)c2)c2cccc3cccnc23)cc1,i,i
CN(C(=O)COC(=O)CNC(=O)c1sc2ccccc2c1Cl)c1ccccc1,i,i
CC1=C(C(=O)Nc2ccccc2)C(c2ccccn2)n2nc(CCCO)nc2N1 (stereo not given),i,i
C/C(=N/NS(=O)(=O)c1ccc(Br)cc1)c1ccc(NC(=O)c2ccc(C)o2)cc1,i,i
CCc1ccccc1NC(=O)C1CCCN(c2ncccn2)C1 (stereo not given),i,i
Cc1ccc(/C=N/NC(=O)CNC(=O)Cc2ccccc2)o1,i,i
COc1ccccc1CNC(=O)N1CCN(S(=O)(=O)c2ccc(C)cc2)CC1,i,i
CC(=O)c1ccc(N2Cc3ccccc3C3(CCOCC3)C2=N)cc1,i,i

# Continuation.
SMILES,CHT PAM,CHT block
O=C(C1CC1)N1CCCN(C(=O)C2CC2)CC1,i,i
Cc1cccc2sc(NC(=O)c3ccc(Cl)s3)nc12,i,i
COc1cc(/C=N/NC(=O)CN(CCc2ccccc2)S(=O)(=O)c2ccc(NC(C)=O)cc2)cc(OC)c1OC,i,i
COc1ccccc1N1CCN(c2ccc3cc(S(=O)(=O)N4CCCCC4)ccc3n2)CC1,i,i
CCn1c(SCC(=O)c2ccc(O)c(O)c2)nnc1-c1ccccc1,i,i
CC(C)(C)c1cc(C(F)(F)F)nc(SCCCNC(=O)c2ccco2)n1,i,-5.51*
CCCOc1ccc(C2C(C(=O)c3ccco3)=C(O)C(=O)N2CCN2CCOCC2)cc1OC (stereo not given),i,i
CC(C)(C)NC(=O)CSc1nncn1NCc1cccc2ccccc12,i,i
COc1cccc(/C=C/C(=O)c2cccc([N+](=O)[O-])c2)c1,i,i
NNC(=O)COc1ncn(-c2ccccc2)n1,i,i

# An unsorted share of the library; 1.4% or so of the library scored in one or more.
